Bioassay records deposited in PubChem BioAssay by several laboratories.
NPY2 pot ag: NPY-Y2 potentiators or agonists, primary screen, cell-based. cells expressing NPY-Y2, potentiator/agonist read-out. activation, % at 3.6 µM. 220,000 compounds, 0.45% hits. AID 1359, 2008; in the data active means activation above about 27%;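 further: cells stimulated with NPY near EC25 plus isoproterenol at EC100; 0% = vehicle plus submaximal agonist and 100% = vehicle plus saturating agonist; some results beyond the cut were filed as inactive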
TRPN1 ag: zebrafish TRPN1 channel agonists, primary screen, cell-based, HEK293, calcium fluorescence | transient receptor potential cation channel N1 (TRPN1/NompC), Danio rerio | HEK293 zebrafish TRPN1-YFP, Fluo-8 calcium fluorescence; 100% = response to 87 µM carbachol | activation, % at 3 µM | 220,000 compounds, 0.18% hits | AID 1424, 2008;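 active means activation above its plate's cutoff, the mean activation of test wells on that plate plus 3 SD, cut at about 19% in these data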;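 further: 0% = DMSO alone and 100% = 87 µM carbachol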
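Material – zebrafish TRPN1-YFP in HEK293 cells · Doses – 3 µM single point · Schedule – dye 1 h 37 °C plus 30 min RT · Signal – Fluo-8 calcium fluorescence, excitation 470-495 nm, emission 515-575 nm · Read-out – % activation versus carbachol response · Control set – carbachol high, DMSO low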
TRPML3 agonist: human TRPML3 channel agonists, primary screen, cell-based, HEK293 TRPML3-YFP, Fluo-8 calcium fluorescence, 3 µM. 220,000 compounds, 0.29% hits. AID 1448, 2008. 100% = the carbachol control signal. activation, % at 3 µM. Mucolipin-3 (Homo sapiens), Q8TDD5;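 active means activation above its plate's cutoff, the mean activation of the plate's test wells plus 3 SD, cut at about 12% in these data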;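 further: 0% = DMSO only wells and 100% = carbachol wells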
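Test system – HEK293 line with stable expression of human TRPML3-YFP channel · Control set – carbachol 87 µM final as high control (100%), DMSO as low control (0%) · Signal – Fluo-8 calcium dye fluorescence, ex 470-495, em 515-575 nm · Incubation – 1-h 37 °C dye load, 5-s basal, 120-s post-compound reads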
CHOP inhibitor: inhibitors of CHOP promoter induction, primary screen, cell-based, unfolded protein response, luciferase reporter. CHO-K1 CHOP-promoter luciferase, tunicamycin-induced, 15-18 h. inhibition, % at 10 µM. 220,000 compounds, 3.8% hits. AID 2732, 2010;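 active means compounds that reduced the stress-induced luciferase reporter signal by more than about 70% of percent inhibition, limit read from the data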;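 further: 0% = tunicamycin plus vehicle and 100% = wells without tunicamycin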
NPY1 pot ag: NPY-Y1 receptor potentiators or agonists, primary screen, cell-based. Neuropeptide Y receptor type 1 (Homo sapiens), P25929. NPY-Y1 expressing cells, potentiator/agonist activation. activation, % at 3.6 µM. 220,000 compounds, 0.37% hits; in the data active means activation above about 33%, passing the limit was not always enough;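 further: cells stimulated with NPY at EC10 then isoproterenol at EC100; 0% = low agonist plus stimulus and 100% = saturating agonist plus stimulus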
Target sequence (P25929 whole entry, looked up): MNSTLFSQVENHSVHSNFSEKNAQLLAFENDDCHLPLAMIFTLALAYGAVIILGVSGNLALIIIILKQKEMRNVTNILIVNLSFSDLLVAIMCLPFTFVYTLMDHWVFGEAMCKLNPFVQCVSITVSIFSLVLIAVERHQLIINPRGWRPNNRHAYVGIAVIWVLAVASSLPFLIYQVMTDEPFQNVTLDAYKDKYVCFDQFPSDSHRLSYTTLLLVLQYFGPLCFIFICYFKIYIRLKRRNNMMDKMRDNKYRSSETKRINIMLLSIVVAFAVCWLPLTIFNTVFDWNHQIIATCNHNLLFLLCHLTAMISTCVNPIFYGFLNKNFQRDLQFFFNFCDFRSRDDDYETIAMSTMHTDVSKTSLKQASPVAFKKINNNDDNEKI
NPY-Y1 antag: NPY-Y1 receptor antagonists, primary screen, cell-based | inhibition, % at 3.6 µM | HEK293-CNG Y1 cells, membrane potential fluorescence; NPY at EC95, then isoproterenol | 200,000 compounds, 1% hits;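 active means inhibition above the campaign mean inhibition of all tested compounds plus 3 SD, cut at about 20% in these data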;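 further: 0% = DMSO wells given NPY plus isoproterenol and 100% = isoproterenol alone without NPY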
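Material: Y1- and CNG-channel-expressing HEK293 cells / Probe or stimulus: NPY 25 nM then isoproterenol 1 µM plus Ro 20-1724 25 µM / Doses: 3.6 µM single dose, DMSO 0.4% / Schedule: compound incubation 1 h at room temperature, readout 45 min post-stimulation / Signal: membrane potential fluorescence / Benchmarks: isoproterenol-only wells as full block versus NPY-plus-isoproterenol wells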
S1P4 agonist: S1P4 receptor agonists, primary screen, cell-based. activation, % at 4.98 µM. Sphingosine 1-phosphate receptor 4 (Homo sapiens), O95977. 220,000 compounds, 0.35% hits. S1P4-expressing cell line, agonist reporter assay; in the data active means activation above about 11%;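 further: 0% = DMSO vehicle and 100% = reference agonist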
Target sequence (O95977 whole entry, looked up): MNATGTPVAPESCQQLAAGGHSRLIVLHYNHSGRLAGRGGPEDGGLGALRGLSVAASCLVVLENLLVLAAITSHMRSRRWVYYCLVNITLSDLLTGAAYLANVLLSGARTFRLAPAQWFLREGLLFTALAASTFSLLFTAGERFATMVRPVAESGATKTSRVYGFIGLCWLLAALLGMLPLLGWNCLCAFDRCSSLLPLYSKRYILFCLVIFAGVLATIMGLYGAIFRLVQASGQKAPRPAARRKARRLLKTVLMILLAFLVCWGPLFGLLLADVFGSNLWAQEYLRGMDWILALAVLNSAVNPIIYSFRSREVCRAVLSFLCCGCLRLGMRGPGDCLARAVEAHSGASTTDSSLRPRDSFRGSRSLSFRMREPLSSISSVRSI
EP2 modulator: EP2 receptor modulators, cAMP readout, primary screen, cell-based, HTRF cAMP, PGE2 stimulation; EP2-expressing cells, cAMP HTRF FRET, PGE2 co-stimulation; induction, % at 25 µM; 260,000 compounds, 0.83% hits;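 active means compounds whose cAMP rise, as percent of the full-agonist control response, exceeds 60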;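 further: rat C6 glioma line stably carrying human EP2 under a CMV promoter; the protocol text gives 20 µM as final concentration; 100% = response of wells given 1 µM PGE2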
S1P4 antag: S1P4 receptor antagonists, primary screen, cell-based; 220,000 compounds, 0.26% hits; AID 1510, 2009; Sphingosine 1-phosphate receptor 4 (Homo sapiens), O95977; S1P4-expressing cells, antagonist mode, reporter read-out; inhibition, % at 4.98 µM; in the data active means inhibition above about 29%;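 further: 0% = wells stimulated with agonist and 100% = vehicle wells without agonist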
Numbers without * were called inactive; nt = no result given.

The first 2 entries as a preview:
SMILES	NPY2 pot ag	TRPN1 ag	TRPML3 agonist	CHOP inhibitor	NPY1 pot ag	NPY-Y1 antag	S1P4 agonist	EP2 modulator	S1P4 antag
C=CCNC(=O)NC(=O)COC(=O)[C@H](C)NS(=O)(=O)c1c(C)c(C)cc(C)c1C	-17	-1.4	0.1	-9	20	nt	1.5	13	-7
O=[N+]([O-])c1ccc(O)c(/C=N/Nc2ccc(Cl)nn2)c1	5	0.0	0.5	75*	29	-9	0.3	20	-32

This part in full, from the first entry:
SMILES	NPY2 pot ag	TRPN1 ag	TRPML3 agonist	CHOP inhibitor	NPY1 pot ag	NPY-Y1 antag	S1P4 agonist	EP2 modulator	S1P4 antag
C=CCNC(=O)NC(=O)COC(=O)[C@H](C)NS(=O)(=O)c1c(C)c(C)cc(C)c1C	-17	-1.4	0.1	-9	20	nt	1.5	13	-7
O=[N+]([O-])c1ccc(O)c(/C=N/Nc2ccc(Cl)nn2)c1	5	0.0	0.5	75*	29	-9	0.3	20	-32
CCOC(=O)c1nc(N)c(=O)n(-c2ccc(C)cc2)n1	12	0.3	1.1	-2	11	-3	0.3	3	-19
COc1ccccc1NS(=O)(=O)c1cccs1	4	-1.7	0.9	7	4	-4	1.9	2	-16
CCCC(=O)NC(=S)NNC(=O)c1ccc([N+](=O)[O-])cc1	-7	0.0	1.0	20	-12	-1	0.6	-3	-21
Cc1ccc(C)c2sc(NC(=O)c3ccc(N4C(=O)CCC4=O)cc3)nc12	12	1.1	0.8	22	1	3	1.1	-24	2
CC(=O)/C(N=Nc1ccc2c(c1)OCO2)=C(\C)O	-1	0.0	0.5	-12	-1	-6	-0.6	-47	-1
COc1ccc(O)c(-c2[nH]ncc2C(=O)c2ccccc2C)c1	2	1.6	0.0	36	14	-10	-0.1	13	3
COC(=O)c1c(C)[nH]c(C(=O)CSc2ncnc3sc(-c4ccccc4)cc23)c1C	13	1.7	0.4	5	-1	5	1.3	-27	-16
C/C(=N\NC(=S)NC(C)C)c1ccccc1OC(F)F	-15	-3.3	-1.0	-15	-25	0	1.9	22	-6
COc1ccc(-c2cc(C)nc(SCC(=O)c3cccc([N+](=O)[O-])c3)n2)cc1	-25	0.7	0.2	29	-18	10	-1.1	16	-8
CC(C)CC(NC(=O)C1CCC(C)CC1)C(=O)NCc1cccnc1 (stereo not given)	0	-1.0	0.5	24	-3	5	0.2	5	11
CNC(=O)CSc1nnc(-c2ccco2)n1-c1ccc(C)cc1	8	-1.2	0.1	-11	-21	8	0.1	16	0
CC(=O)/C(=N\Nc1cccc(Cl)c1)Sc1cccc2cccnc12	5	0.1	-0.1	32	-8	-2	-0.4	-1	-5
O=C(c1cc2cc(Br)ccc2o1)N1CCOCC1	-7	0.1	1.1	10	2	2	0.6	0	1
Cc1c2c(nc3c(C)cccc13)OC(C)C2 (stereo not given)	-2	0.3	0.2	16	-9	-3	-3.9	21	-10
c1ccc2c(c1)CCNC2c1ccncc1 (stereo not given)	7	1.7	1.0	-17	-8	nt	1.3	9	5
O=C(O)/C=C/C(=O)Nc1ccc(SC(F)(F)F)cc1	-5	1.3	0.9	36	-14	-3	1.0	42	0
CCOC(=O)c1ccc(NC2c3ncccc3C(=O)N2Cc2ccc(F)cc2)cc1 (stereo not given)	4	-0.7	0.4	16	9	-3	1.6	10	-6
CCOC(=O)N1CCN(CCC(=O)Nc2cc(C)ccc2OC)CC1	-6	0.1	0.4	11	0	0	3.4	-7	0
COc1cc(C=O)ccc1OCCOCCOc1ccc(Cl)cc1Cl	-14	-0.5	-0.7	nt	-24	8	-1.6	nt	-5
COC(=O)CSc1nc(C)c2ccc(OC)cc2n1	3	1.4	0.3	7	14	3	1.4	7	-7
NC(=O)Cc1ccc(C(=O)c2ccccc2)s1	-3	1.3	0.7	11	-16	5	-0.2	8	1
CCOC(=O)c1sc(NC(=O)CSc2nc3c(cc2C#N)CCCCC3)c(C#N)c1C	3	-0.6	-0.1	32	14	6	-0.3	-3	-20
O=C(CSc1ccncc1)Nc1ccc2ccccc2c1	1	-0.9	0.7	26	11	-1	-0.4	-55	-18
O=C(Cn1cnc2cc([N+](=O)[O-])ccc2c1=O)NCCc1ccc(F)cc1	-12	1.4	-0.1	18	2	4	0.7	-40	-13
CCOC(=O)c1c(NC(C)=O)sc2c(OCC(O)CNC(C)(C)C)c(Br)ccc12 (stereo not given)	-108	-0.5	0.3	105*	-198	122*	0.3	-74	-4
COC(=O)c1cc(C#N)c(NCc2ccc(Cl)cc2Cl)nc1C	-7	2.8	0.5	nt	-20	4	0.3	nt	-1
FC(F)(F)C(Oc1nc(NC2CCCCC2)nc(N2CCOCC2)n1)C(F)(F)F	-5	0.5	0.3	54	1	9	0.6	25	6
CCCn1c(SCC(=O)Nc2ccc3c(c2)CCC3)n[nH]c1=O	2	0.5	-0.3	10	2	-1	16*	4	2
O=C(Nc1cc(C(F)(F)F)ccc1Cl)C(Sc1ccccn1)c1ccccc1 (stereo not given)	-28	1.4	0.1	12	-17	nt	1.1	39	1
CSc1cccc(NC(=O)COc2ccccc2)c1	-11	-2.8	-0.4	34	-6	12	-0.6	5	3
CCOC(=O)Cc1csc(SCC(=O)NC2CCCCC2)n1	6	-1.4	0.5	-22	7	7	1.6	15	-12
O=C(Nc1nc(-c2cc3ccccc3o2)cs1)c1ccc(S(=O)(=O)N2CCCC2)cc1	3	0.9	0.6	60	14	-5	5.2	-45	-3
COc1ccc(/C=C/C(=O)c2ccc(NS(=O)(=O)c3ccc(C)cc3)cc2)cc1O	5	-0.6	0.6	-23	-14	-1	-0.5	-42	11
CC(=O)Nc1ccc(S(=O)(=O)NCC2CCC(C(=O)NCCC(C)C)CC2)cc1 (stereo not given)	-3	0.4	-0.1	-11	-7	-2	0.8	-12	-10
O=c1cc(CSc2ccccc2)[nH]c(=S)[nH]1	-12	1.0	0.1	45	1	5	0.8	9	-18
Cc1cnc(SCc2ccc(Cl)cc2Cl)[nH]c1=O	-18	0.7	-0.7	-27	-9	nt	0.2	11	-13
O=C(NCCN1CCCCC1)Nc1ccc(F)c(Cl)c1	6	0.2	0.6	-5	12	1	0.0	-21	-7
Cc1cc(NC(=O)COC(=O)c2c(C)nn(-c3ccccc3)c2C)no1	3	-1.7	-1.6	45	-21	1	1.4	-24	8
COC(=O)CSc1nc2ccccn2c(=O)c1C=O	13	-0.1	1.5	3	5	5	0.7	21	-6
COC(=O)c1ccc(NC(=O)NS(=O)(=O)c2ccc(C)cc2)cc1	-2	0.3	1.1	9	-11	7	0.3	29	0
O=C(O)c1ccc(N/N=C/c2ccc3ncccc3c2)cc1	-17	1.3	-0.5	30	-1	-1	3.2	1	-7
CCc1ccc(NC(=O)C(C)OC(=O)/C=C/c2cccc([N+](=O)[O-])c2)cc1 (stereo not given)	7	2.0	0.6	31	-3	-4	0.4	-23	-20
COC(=O)C1(NC(=O)NC2CCCCC2)CCCCC1	-4	1.3	0.3	8	3	nt	0.8	20	2
Cn1nc(-c2ccc3c(c2)OCCO3)c2ccccc2c1=O	6	2.2	2.5	31	1	6	-0.2	-46	-13
CS(=O)(=O)N(CC(=O)N1CCOCC1)c1cccc([N+](=O)[O-])c1	-4	0.1	-0.2	14	7	11	0.4	0	-5
CCOc1ccc(NC(=S)/C(=C(\[O-])c2ccc(C)c([N+](=O)[O-])c2)[n+]2ccccc2)cc1	-10	0.0	0.3	33	-15	-5	1.6	5	-13
CC(C)C(=O)Nc1nnc(SCC(=O)Nc2ccc3c(c2)OCCO3)s1	2	1.6	0.8	16	-15	20	0.9	9	13
Oc1csc(Cc2nc(-c3ccccc3F)cs2)n1	4	-0.7	-1.4	-13	-7	-8	-0.6	-45	-3
Later entries.
SMILES	NPY2 pot ag	TRPN1 ag	TRPML3 agonist	CHOP inhibitor	NPY1 pot ag	NPY-Y1 antag	S1P4 agonist	EP2 modulator	S1P4 antag
CCN(CC(=O)Nc1c(F)cccc1F)C(=O)COc1ccc2c(C)cc(=O)oc2c1	4	0.0	0.9	-2	11	-4	-1.4	-30	2
CCc1ccccc1NC(=O)CSc1nnc(Cn2nnc3ccccc32)n1C	-6	0.4	0.8	8	-2	10	0.1	23	11
CC(C)c1ccc(O)c(NC(=S)NC(=O)c2cccnc2)c1	4	-0.8	0.4	-24	-12	0	-1.5	-36	6
CCOc1cccc(NC(=O)Cc2cccs2)c1	1	0.8	1.4	20	-11	-7	1.4	-7	-12
CC(C)CSC1=NSC2=NC(=O)/C(=C\c3coc4ccccc4c3=O)C(=N)N12	6	21*	13*	-5	17	1	-0.2	-57	-16
CCOc1c2ccc(C(=O)NCc3ccccc3OC)cc2nn1CC	-2	-3.0	0.6	30	20	-2	1.5	-14	-12
COc1cc(C(=O)NC(=S)NNC(=O)c2cnccn2)cc(OC)c1OC	11	0.3	0.2	68	-16	2	0.8	13	-22
COC(=O)c1ccccc1NC(=O)CN1CCC(n2nnc3cc(C(F)(F)F)ccc32)CC1	-5	0.0	0.4	37	7	8	-1.5	17	8
Cc1cc(NC(=O)C2(c3ccccc3)CCCC2)no1	12	-0.4	-0.9	-14	1	6	-1.2	25	1
Cc1cc(C)n2nc(C(=O)Nc3cccc(S(=O)(=O)N(C)c4ccccc4)c3)nc2n1	-10	3.1	0.4	15	-11	nt	1.0	-19	8
Cc1cc(C(=O)Nn2c(-c3ccc(Br)cc3)nc3ccccc3c2=O)ccc1[N+](=O)[O-]	4	-0.6	0.8	91*	-10	2	0.4	-17	-11
Nc1nc(CSc2nc3ccccc3[nH]2)cs1	6	-0.8	0.7	-19	-2	1	-0.7	-1	9
COc1cccc(Oc2ccc3nnc(C(F)(F)F)n3n2)c1	11	0.1	-0.1	7	3	-4	2.5	-17	-20
CCOC(=O)c1c(C)[nH]c(C(=O)OCC(=O)N2CCN(S(=O)(=O)c3ccccc3)CC2)c1C	13	0.6	0.9	4	15	0	1.8	-28	6
CCOC(=O)Cc1nn2c(=O)cc(C)nc2s1	0	0.0	0.6	25	-7	4	1.3	9	-12
CCC(C)NC(=O)c1cccc(C)c1 (stereo not given)	25	0.8	0.5	11	11	nt	0.6	6	-5
CC(c1ccon1)N(C)C(=O)CCc1nnc(C2(c3ccc(Cl)cc3)CCC2)o1 (stereo not given)	-14	-2.6	-0.2	-9	8	1	-0.4	-22	2

This is a random part of the collection; about 6.5% have a hit in one of these screens.
